# High-throughput results as filed in PubChem.
# RmlCD inh 1536: blocks M. tuberculosis RmlC and RmlD coupled enzymes; inhibition, % at 3.6 µM; 160,000 compounds, 0.03% hits; AID 1533; RmlC+RmlD coupled enzyme assay, percent inhibition; primary screen in compound mixtures; in the data active means inhibition mostly above about 34%, no sharp cut-off; further: some results filed as inactive read as strong as hits
# Target sequence (P9WH09 whole entry, looked up): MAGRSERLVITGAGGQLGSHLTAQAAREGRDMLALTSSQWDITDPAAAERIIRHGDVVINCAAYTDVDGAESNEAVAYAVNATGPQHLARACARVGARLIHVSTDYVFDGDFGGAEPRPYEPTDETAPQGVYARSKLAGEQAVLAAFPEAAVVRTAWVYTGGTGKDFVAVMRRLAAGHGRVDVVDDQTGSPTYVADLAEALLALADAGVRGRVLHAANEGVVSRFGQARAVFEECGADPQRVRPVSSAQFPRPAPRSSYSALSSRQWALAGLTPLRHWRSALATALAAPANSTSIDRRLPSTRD
# Target sequence (P9WH11 whole entry, looked up): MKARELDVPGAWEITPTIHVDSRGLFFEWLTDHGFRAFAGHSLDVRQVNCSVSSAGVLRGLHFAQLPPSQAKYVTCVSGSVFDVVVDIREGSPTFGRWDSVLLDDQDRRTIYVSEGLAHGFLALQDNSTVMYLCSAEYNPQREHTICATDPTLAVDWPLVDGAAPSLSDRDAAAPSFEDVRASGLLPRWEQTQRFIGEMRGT
# M. tuberculosis GlmU: inhibition of mycobacterial GlmU enzyme – biochemical, glucosamine-1-phosphate acetyltransferase (AID 1376); M. tuberculosis GlmU acetyltransferase enzyme assay; higher % means a stronger effect; one-dose inhibition, %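 (tested at 30 µM in the primary screen)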; IC50 in µM for titrated hits; 220,000 compounds, 0.25% hits; in the data active means inhibition above about 13%;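 further: 0% = complete reaction with vehicle and 100% = reaction without substrate; strong numbers were not always called active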
# * marks the source's active call; other numbers are inactive results; . = not tested or not shown. A portion of the library (hit frequency here may not be typical).
# The opening 16 entries, to show the layout:
SMILES,RmlCD inh 1536,M. tuberculosis GlmU
O=C(NC1CCS(=O)(=O)C1)/C(=C/c1ccc(Cl)cc1)NC(=O)c1ccccc1 (stereo not drawn),-7,-4.2%
Cc1ccc(NC2=NC(c3ccc(C)cc3)n3c(nc(C)cc3=O)N2)cc1 (stereo not drawn),.,2.4%
COc1ccc(NC(=O)N2c3ccccc3C(C)=CC2(C)C)cc1,-5,-5.6%
O=c1c2cc(Cl)ccc2nc(-c2ccccc2)n1O,4,0.7%
CC(C)N(c1ccccc1)c1ccc(NC(=O)CCl)cc1,-11,5.5%
COC(=O)CNc1nc(-c2ccncc2)nc2ccccc12,6,.
Cc1cccc(C(=O)NC2CCN(CC(=O)NCc3cccs3)CC2)c1,-6,1.0%
CCC(CC)C(=O)NCc1ccc2c(c1)cc(C)n2C,7,8.1%
N#CCCN(/N=C/c1cccnc1)C1=NS(=O)(=O)c2ccccc21,-6,-4.2%
NC(=O)N/N=C/c1ccc(-c2ccc([N+](=O)[O-])cc2)o1,1,1.5%
CCOC(=O)c1c(C)oc2cc(Cl)c(O)c(CN(C)C)c12,7,-1.0%
COCc1[nH]nc2c1C(c1c(F)cccc1Cl)C(C#N)=C(N)O2 (stereo not drawn),.,-2.2%
Cn1c(SCc2n[nH]c(=S)o2)nnc1-c1ccccc1,.,2.9%
N/C(=N\OC(=O)/C=C/c1ccccc1)c1ccc(Br)cc1,1,3.6%
O=C1CCC(=O)N1c1nc2n(n1)C(c1ccccc1)C=C(c1ccc(Br)cc1)N2 (stereo not drawn),-10,3.5%
CCOC(=O)CCSc1nc(C)c2cc(C)ccc2n1,.,0.4%

# All compounds of this part (from the top)
SMILES,RmlCD inh 1536,M. tuberculosis GlmU
O=C(NC1CCS(=O)(=O)C1)/C(=C/c1ccc(Cl)cc1)NC(=O)c1ccccc1 (stereo not drawn),-7,-4.2%
Cc1ccc(NC2=NC(c3ccc(C)cc3)n3c(nc(C)cc3=O)N2)cc1 (stereo not drawn),.,2.4%
COc1ccc(NC(=O)N2c3ccccc3C(C)=CC2(C)C)cc1,-5,-5.6%
O=c1c2cc(Cl)ccc2nc(-c2ccccc2)n1O,4,0.7%
CC(C)N(c1ccccc1)c1ccc(NC(=O)CCl)cc1,-11,5.5%
COC(=O)CNc1nc(-c2ccncc2)nc2ccccc12,6,.
Cc1cccc(C(=O)NC2CCN(CC(=O)NCc3cccs3)CC2)c1,-6,1.0%
CCC(CC)C(=O)NCc1ccc2c(c1)cc(C)n2C,7,8.1%
N#CCCN(/N=C/c1cccnc1)C1=NS(=O)(=O)c2ccccc21,-6,-4.2%
NC(=O)N/N=C/c1ccc(-c2ccc([N+](=O)[O-])cc2)o1,1,1.5%
CCOC(=O)c1c(C)oc2cc(Cl)c(O)c(CN(C)C)c12,7,-1.0%
COCc1[nH]nc2c1C(c1c(F)cccc1Cl)C(C#N)=C(N)O2 (stereo not drawn),.,-2.2%
Cn1c(SCc2n[nH]c(=S)o2)nnc1-c1ccccc1,.,2.9%
N/C(=N\OC(=O)/C=C/c1ccccc1)c1ccc(Br)cc1,1,3.6%
O=C1CCC(=O)N1c1nc2n(n1)C(c1ccccc1)C=C(c1ccc(Br)cc1)N2 (stereo not drawn),-10,3.5%
CCOC(=O)CCSc1nc(C)c2cc(C)ccc2n1,.,0.4%
CC1(c2nnc(-c3ccccc3)o2)CC(c2ccccc2)=NO1 (stereo not drawn),.,2.1%
COc1cc(OC)cc(-c2nnc(N(C)C(=O)c3ccncc3)s2)c1,-9,2.8%
O=c1c2c(C(F)(F)F)cc(C(F)(F)F)nc2[nH]n1-c1ccccc1,-6,5.2%
O=C(c1cccc(S(=O)(=O)N2CCCC2)c1)N(Cc1ccco1)C1CCS(=O)(=O)C1 (stereo not drawn),-2,2.7%
CCSc1nc(-c2ccc(OC)cc2)cc(-c2ccccc2)c1C#N,7,-1.0%
O=C(Cc1ccsc1)Nc1ccc(S(=O)(=O)C(F)F)cc1,18,-6.8%
COc1ccc(NC(=O)C(c2ccc(C)cc2)N(C)C(=O)c2ccc(=O)[nH]c2)cc1 (stereo not drawn),-11,2.0%
O=C(CSc1ccc2c(c1)OCCO2)Nc1ccc(Br)cc1,-4,1.8%
CCC1(c2ccccc2)C(=O)N(COC)C(=O)N(COC)C1=O,.,8.2%
O=S(=O)(Nc1nc2ccccc2nc1NCC1CCCO1)c1cc(Cl)ccc1Cl (stereo not drawn),-16,9.2%
C/C(=N\NC(=O)c1ccc(COc2ccccc2)cc1)c1ccncc1,.,-5.6%
Cc1ccccc1NC(=O)/C(C#N)=C\c1cc(C)n(-c2ccc(C(=O)O)cc2)c1C,-3,6.8%
CCOC(=O)COc1cc(-n2c(=S)[nH]c3cc(OC)c(OC)cc3c2=O)c(Cl)cc1Cl,5,1.2%
Cc1ccc(C(=O)Nc2cnc3sc(C)nn3c2=O)cc1,0,0.3%

# Taken from above:
# M. tuberculosis GlmU with CCSc1nc(-c2ccc(OC)cc2)cc(-c2ccccc2)c1C#N reads -1.0%
# M. tuberculosis GlmU with CCOC(=O)COc1cc(-n2c(=S)[nH]c3cc(OC)c(OC)cc3c2=O)c(Cl)cc1Cl reads 1.2%

# New compounds follow.
SMILES,RmlCD inh 1536,M. tuberculosis GlmU
CCC(COC(=O)Nc1cccc(C)c1)NC(=O)OCC(C)C (stereo not drawn),7,1.5%
Cc1cc([N+](=O)[O-])ccc1NCc1cccc([N+](=O)[O-])c1,-6,4.2%
CC(CCc1ccccc1)NC(=O)COC(=O)C12CC3CC(CC(Br)(C3)C1)C2 (stereo not drawn),10,-0.1%
Cc1ccc(S(=O)(=O)c2nc(NCc3ccc4c(c3)OCO4)sc2Cl)cc1,-1,0.8%
CC(C)Nc1ccc(C(CC(N)=O)NC(=O)Cc2ccc(Br)cc2)cc1[N+](=O)[O-] (stereo not drawn),.,5.9%
O=C(Cc1cccs1)Nc1nc2ccccc2s1,29,1.5%
COc1ccc(OC)c(C(=O)c2ccc(C(=O)Nc3ccc4ccccc4c3)cc2)c1,-6,-7.0%
Cc1cc(C)c(C(N)=O)c(NC(=O)Nc2ccccc2Cl)n1,51,-0.8%
COc1ccc(N(CC(=O)Nc2ccc(OC)cc2OC)S(=O)(=O)c2ccccc2)cc1,-6,0.3%
CC(=O)OCC1(C)CN(c2ccccc2)N(C(=O)c2ccc(C(C)(C)C)cc2)C1=O (stereo not drawn),-6,1.4%
Oc1cccc(NC(=S)N=Nc2c(O)[nH]c3ccccc23)c1,-3,-3.3%
CC(=O)Nc1ccc(S(=O)(=O)NCCc2ccccc2)cc1,.,6.0%
CCC(C)CCCCCCCCCCC(=O)O (stereo not drawn),.,4.6%
CN(C)c1nc(NCc2ccccc2)nc(SCC(=O)Nc2ccccc2)n1,5,4.8%
CC(C)CNC(=S)NC1CCCC1,-7,5.7%
Cc1cc(N2CCN(C(=O)OC(C)(C)C)CC2)n2ncnc2n1,.,4.5%
O=C(CSc1nc(-c2ccccc2)c(-c2ccccc2)[nH]1)Nc1nccs1,.,-5.7%
CC(NC(=O)NC1CCCCC1)c1ccc2c(c1)OCO2 (stereo not drawn),-3,2.4%
O=C(NCc1cccs1)c1cc(C2CC2)on1,7,0.5%
CCOC(=O)CC1NC(=O)c2ccccc21 (stereo not drawn),25,-1.4%
CC(=O)N1CN(CCCn2ccnc2)Cc2c1sc1c2CCCC1,.,0.4%
O=C(Nc1ccc(F)cc1)C1C2CCC3C(CCC21)C3(Cl)Cl (stereo not drawn),.,2.2%
CC(=O)N1N=C(c2ccc(Cl)cc2)CC1c1ccco1 (stereo not drawn),5,1.0%
Cc1ccc(S(=O)(=O)Oc2ccc(/C=C3/N=C(c4ccccc4)OC3=O)cc2)cc1,-6,-1.6%
Cc1nn2c(N3CCN(C)CC3)cc(C(C)(C)C)nc2c1-c1ccccc1,9,-3.9%
COc1ccc(C2C(=O)N(C3CCCCC3)CC(=O)N2Cc2ccco2)cc1 (stereo not drawn),-1,-4.0%
COc1ccc2nc(N/C(N)=N/C(=S)Nc3ccccc3)nc(C)c2c1,-4,-11%
O=C(Nn1c(C2CCCCC2)nc2ccccc2c1=O)c1ccc(Cl)c([N+](=O)[O-])c1,4,6.8%
Cc1ccc(CNC2=NCCS2)cc1,-6,5.0%
Cc1cc(C)n(C(=O)c2ccc(C)c(S(=O)(=O)N3CCCCC3)c2)n1,-8,-2.5%
CCc1ccccc1NC(=O)COc1ccc2c(c1)OCO2,.,-0.6%
O=c1c2ccccc2nc2n1CC/C2=C/N1CCN(c2cccc(C(F)(F)F)c2)CC1,13,1.0%
CCOC(=O)c1ccc(N2C(=O)C(CC(=O)NC)N(CCc3ccc(OC)c(OC)c3)C2=S)cc1 (stereo not drawn),-11,2.9%
COc1ccc(C(=O)N2C(=O)c3ccc(N)cc3C2=O)cc1,7,-0.1%
Cc1ccc(Nc2cc(-n3nc(C)cc3C)ncn2)c(C)c1,-4,-2.2%
CC(C)NC(=O)c1cc(-c2ccc(Br)cc2)on1,9,3.5%
CCC(CC)=NNC(=O)c1ccccc1OCc1ccc(F)cc1,16,1.9%
COc1ccc(C/C(N)=N/OC(=O)c2cccs2)cc1,-10,1.2%
CCc1ccccc1NC(=O)C(C#N)Cc1cccnc1 (stereo not drawn),1,-5.5%
CCOC(=O)N1CCN(S(=O)(=O)c2ccc3c(c2)oc(=O)n3C)CC1,.,6.0%
Cc1nn(Cc2ccccc2)c(C)c1NC(=O)CCCn1nc([N+](=O)[O-])cc1C,-18,1.7%
COc1ccccc1C(=O)Nc1ccc(C(=O)N2CCCC2)cc1,13,2.1%
Cc1cc([N+](=O)[O-])ccc1NC(=O)/C=C/c1cccs1,8,-4.7%
COC(=O)c1c(C(=O)OC)c2cc(C(=O)c3ccccc3)ccn2c1Cl,-10,-7.5%
CC(=O)c1cnn(-c2ccc(Cl)cc2)c1C,1,4.8%
Cc1cccc(C(=O)Nc2ccc(C)c(OC(=O)c3cccc(C)c3)c2)c1,.,-7.2%
COc1ccc2c(=O)c3c(=O)n(Cc4ccco4)c(-c4ccccc4)nc3oc2c1,0,4.6%
CC(=O)NCCCNS(=O)(=O)c1ccc(C)cc1,5,2.8%
COc1c(O)cccc1-c1nnn(CCC(=O)OCC(=O)c2ccccc2)n1,-7,2.2%
O=C(CSc1nnc(-c2ccccc2F)n1C1CCCCC1)N1CCCC1,.,4.7%

# (more compounds)
SMILES,RmlCD inh 1536,M. tuberculosis GlmU
O=C1NC(=O)C(=Cc2ccc(Oc3ccc([N+](=O)[O-])cc3)cc2)C(=O)N1,6,-4.8%
Cc1cc(C)cc(OCc2nc(-c3cccnc3)no2)c1,-17,-5.7%
O=C(NC1CC1)C1CCN(Cc2cnn(-c3ccccc3)c2-n2cccc2)CC1,.,1.0%
COc1ccc(COC(=O)Nc2cc3c(C(F)(F)F)nn(C)c3s2)cc1,.,2.0%
Cc1cc(F)ccc1S(=O)(=O)Nc1ncnc2scc(-c3ccc(F)cc3)c12,-6,3.2%
Cc1cc(/C=N/N2CCN(C)CC2)c(C)n1-c1ccc(Cl)cc1,-13,-4.7%
CCCCSc1nc2c(c(=O)n1CC)SC(C)C2 (stereo not drawn),5,4.3%
O=[N+]([O-])c1ccc2nc(SCc3cn4cc(Cl)ccc4n3)[nH]c2c1,1,3.7%
CC1CC(C)CN(C(=O)CSc2nnc(-c3ccc(Cl)s3)o2)C1 (stereo not drawn),-2,0.3%
COc1cc(C(=O)Oc2ccccc2N)cc(OC)c1OC,102,-2.6%
Cc1csc(NC(=O)Cc2ccccc2[N+](=O)[O-])n1,-10,3.7%
Cn1cc(Br)c(-c2cccc(N3C(=O)CCCC3=O)c2)n1,.,-1.9%
FC(F)(F)c1nc(N2CCN(c3ccccc3)CC2)nc2c1CCCCC2,9,1.8%
COc1c(Br)cc([N+](=O)[O-])c(OC)c1C(=O)NC(=O)Nc1c(Cl)cccc1Cl,-13,1.1%
CN1c2ccccc2C(O)=C(C(=S)Nc2ccccc2)S1(=O)=O,.,-3.5%
N=C(N)c1ccc(/C=C/c2ccc(C(=N)N)cc2O)cc1,-5,-3.0%
Cc1cc(C)c2sc(NC(=O)CN3C(=O)CCC3=O)nc2c1,-7,1.2%
CC(=O)Nc1ccc(N(C(=O)CNC(=O)c2ccco2)C(C(=O)NCc2ccco2)c2ccccc2F)cc1 (stereo not drawn),.,-3.5%
O=c1c2ccccc2c(C=Nc2cccc(S(=O)(=O)NC3=NCCCCC3)c2)c(O)n1Cc1ccccc1,6,-1.2%
CCOC(=O)c1c(NC(=O)C2CCN(S(=O)(=O)c3cccs3)CC2)sc(C)c1C,.,2.8%
Cc1cc(/C=N/NC(=O)C(O)(c2ccccc2)c2ccccc2)c(C)n1-c1cccc(C(=O)O)c1,6,3.7%
COc1ccc(CCn2c(O)c(/C=N/N3CCOCC3)c(=O)[nH]c2=O)cc1OC,17,-7.1%
CCCOc1ccc(C(=O)CCN2CCN(C(=O)OCC)CC2)cc1,2,3.7%
C=CCc1ccc(OCCCCCN2CCOCC2)c(OC)c1,-15,-0.1%
O=C(CNC(=O)c1ccco1)OCc1cccc(Cl)c1,-3,2.3%
Cc1cc(NC(=O)/C=C/c2ccccc2Cl)no1,-6,-5.1%
N#Cc1ccccc1Cn1c(=O)n(-c2ccc(CC(=O)NCc3ccco3)cc2)c(=O)c2sccc21,-10,0.7%
CCOC(=O)C1CCN(C(=O)c2sccc2Cl)CC1,-1,-3.2%
CCOC(=O)c1ccc(CSc2ncn[nH]2)o1,-6,1.5%
CC(=O)c1cnc2cc(-c3ccc(Cl)cc3)nn2c1C,.,3.9%
Cc1nn(C(C)C(=O)NCc2ccccc2)c(C)c1[N+](=O)[O-] (stereo not drawn),-10,2.6%
COc1ccc(-c2cc3ccccc3n2CC(O)CN2CCC(C)CC2)cc1 (stereo not drawn),-15,-7.7%
COc1ccc(C2CC(c3cccs3)=NN2C(=O)c2ccc(Br)o2)cc1 (stereo not drawn),13,1.1%
O=C(CCCCCn1c(=S)[nH]c2ccc(N3CCOCC3)cc2c1=O)NCc1ccccc1Cl,6,-2.5%
O=c1c(Cc2ccccc2)c(O)c2cccc3c4c(n1c23)CCCC4,10,11%
CC(C)N(C(=O)c1ccccc1-c1ccccc1)C(C)C,11,-2.4%
